MC4R barr agon = human MC4R agonism via beta-arrestin; U2OS MC4R beta-arrestin complementation, luminescence; percent of melanotan II response, DMSO zero; hit rate 0.98% among 360,000; P32245; activation, % at 8.9 µM;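 active = activation above a per-plate cutoff, the mean activation of sample wells on that plate plus 3 SD, cut at about 8% in these data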
COUP-TFII inh = blocks human COUP-TFII nuclear receptor; P24468; HEK293T NGFI-A luciferase reporter, luminescence; inhibition, % at 8.6 µM; hit rate 0.7% among 370,000;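 active = inhibition above a per-plate cutoff, mean inhibition of test wells between control levels plus 3 SD, cut at about 38% in these data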;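 also: cells cotransfected with COUP-TFII expression vector driving the NGFI-A reporter; 0% = median of COUP-TF2 test wells and 100% = reporter-only cells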
Target sequence (P24468 whole entry, looked up): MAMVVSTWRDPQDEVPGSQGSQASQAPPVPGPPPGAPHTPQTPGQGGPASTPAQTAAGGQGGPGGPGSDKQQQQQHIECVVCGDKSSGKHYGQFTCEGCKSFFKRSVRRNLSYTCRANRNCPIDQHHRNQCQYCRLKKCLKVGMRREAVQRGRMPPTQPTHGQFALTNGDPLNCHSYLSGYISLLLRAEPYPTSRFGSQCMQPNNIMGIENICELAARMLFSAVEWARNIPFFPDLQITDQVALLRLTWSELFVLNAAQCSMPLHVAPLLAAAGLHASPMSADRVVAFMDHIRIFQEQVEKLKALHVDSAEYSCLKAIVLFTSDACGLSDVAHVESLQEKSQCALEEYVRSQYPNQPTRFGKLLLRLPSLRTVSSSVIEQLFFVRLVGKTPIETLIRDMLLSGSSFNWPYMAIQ
NOD2 RIPK2 PPI = inhibitors of human NOD2-RIPK2 interaction; inhibition, % at 4.98 µM; hit rate 0.38% among 360,000; CHO BLA complementation NOD2-RIPK2, CCF4 ratio; O43353; AID 624267; in the data active = inhibition above about 21%;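 also: 0% = vehicle only and 100% = reference blocker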
ABHD5-PLIN5 inh = ABHD5-PLIN5 protein interaction inhibition | Q00G26+Q8WTS1 | inhibition, % at 4 µM | hit rate 0.78% among 360,000 | AID 602281 | Split G. princeps luciferase complementation, luminescence, 4 h;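 active = inhibition above the mean inhibition across every tested compound plus 3 SD, cut at about 22% in these data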;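 also: 0% = DMSO only wells and the 100% control is not disclosed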
NR5A2 inv ag = inverse agonists of human LRH-1 (NR5A2) | O00482 | HEK293T StAR-luciferase reporter, LRH-1 transfected, 24 h | inhibition, % at 3.6 µM | hit rate 0.13% among 360,000;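 active = inhibition above the mean inhibition of all tested compounds plus 3 SD, cut at about 73% in these data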;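 also: 0% = DMSO wells and 100% = reporter-only cells lacking LRH-1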
Target sequence (O00482 whole entry, looked up): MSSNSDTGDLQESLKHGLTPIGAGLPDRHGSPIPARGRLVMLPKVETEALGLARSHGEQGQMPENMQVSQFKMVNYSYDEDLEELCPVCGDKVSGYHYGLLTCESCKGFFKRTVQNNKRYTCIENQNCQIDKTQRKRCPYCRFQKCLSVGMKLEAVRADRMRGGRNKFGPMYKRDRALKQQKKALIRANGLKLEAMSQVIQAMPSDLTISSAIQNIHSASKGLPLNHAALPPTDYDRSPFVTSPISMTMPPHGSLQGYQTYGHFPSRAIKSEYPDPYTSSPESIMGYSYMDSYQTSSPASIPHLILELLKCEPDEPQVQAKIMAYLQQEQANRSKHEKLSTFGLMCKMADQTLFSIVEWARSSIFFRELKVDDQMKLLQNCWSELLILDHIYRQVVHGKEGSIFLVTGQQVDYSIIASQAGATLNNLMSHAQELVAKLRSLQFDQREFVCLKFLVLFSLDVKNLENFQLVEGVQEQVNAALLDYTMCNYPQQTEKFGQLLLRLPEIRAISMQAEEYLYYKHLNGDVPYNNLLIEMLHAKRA
MC4R antagonist = human MC4R antagonism in cAMP assay | AID 540295 | P32245 | hit rate 0.48% among 360,000 | MC4R-expressing cells, MTII-stimulated cAMP, LANCE TR-FRET | inhibition, % at 6.5 µM;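 active = inhibition above its plate's cutoff, the mean of tested wells on that plate plus 3 SD, cut at about 29% in these data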;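 also: 0% = Melanotan II alone and 100% = Melanotan II plus saturating MCL0020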
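system = U2OS cells with stable human MC4R expression | also added = Melanotan II challenge after compound preincubation | dosing = one concentration, 6.5 µM nominal | incubation = compound 30 min, challenge 1 h, detection 1 h | measured by = TR-FRET with Eu-cAMP and labeled anti-cAMP, 671 nm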
NCOA2 inhibitor = inhibits human steroid receptor coactivator 2. AID 651957. Q15596. HEK293 GAL4-SRC2 luciferase reporter, luminescence. hit rate 0.17% among 370,000. inhibition, % at 9 µM;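 active = inhibition above the mean inhibition of all tested compounds plus 3 SD, set per campaign, cut at about 52% in these data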;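 also: 0% = DMSO treated cells and 100% = cells given Gossypol at 36 µM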
EBV LMP1 NFkB = inhibitors of Epstein-Barr LMP1-induced NF-kappaB reporter. inhibition, % at 12.5 µM. hit rate 0.69% among 350,000. LMP1-induced NF-kappaB luciferase reporter cells, luminescence; in the data active = inhibition above about 41%;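 also: 0% = neutral control wells and 100% = reference inhibitor control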
SRC1 inh = inhibitors of human steroid receptor coactivator 1 (SRC1); Q15788; HEK293 GAL4-SRC1 luciferase reporter, luminescence; inhibition, % at 3.6 µM; hit rate 0.12% among 360,000; AID 588354;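 active = inhibition above the campaign mean plus 3 SD, with each screening campaign given its own cutoff, cut at about 60% in these data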;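 also: 0% = DMSO treated cells and 100% = gossypol at 36 µM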
SRC3 inh = inhibits human SRC3 coactivator; inhibition, % at 3.6 µM; HEK293 GAL4-SRC3 luciferase reporter, luminescence; Q9Y6Q9; hit rate 0.17% among 360,000; AID 588352;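 active = inhibition above a per-campaign cutoff, the mean of all compounds plus 3 SD, cut at about 60% in these data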;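 also: 0% = DMSO-treated cells and 100% = gossypol-treated cells at 36 µM; higher means less SRC3-driven luciferase light from the GAL4 reporter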
TLR9-MyD88 inh = TLR9-MyD88 interaction inhibition. hit rate 0.21% among 340,000. inhibition, % at 4.98 µM. CHO BLA complementation TLR9-MyD88, CCF4 FRET ratio. Q9NR96+Q99836;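 active = inhibition above the mean over all tested compounds plus 3 SD, cut at about 21% in these data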;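 also: 0% = DMSO only wells and 100% = clavulanate BLA inhibitor control wells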
An asterisk follows results filed as active; / = not tested or not shown. The list is partial; count on the stated rates, not on these rows.

SMILES	MC4R barr agon	COUP-TFII inh	NOD2 RIPK2 PPI	ABHD5-PLIN5 inh	NR5A2 inv ag	MC4R antagonist	NCOA2 inhibitor	EBV LMP1 NFkB	SRC1 inh	SRC3 inh	TLR9-MyD88 inh
CCOc1nc(-c2ccccc2)ccc1-c1noc(COc2ccccc2)n1	-0.8	9	5	-2	-5	1	-14	-5	-7	-9	2
Cc1noc(C)c1NC(=O)N(C)C[C@H]1Oc2c(NC(=O)Cc3ccccc3)cccc2C(=O)N([C@H](C)CO)C[C@@H]1C	1.5	1	8	-9	-2	6	-7	-1	0	12	-8
Cc1ccccc1OCC(=O)Nc1cccc(NC(=O)c2ccco2)c1	-1.3	-3	8	-3	-12	1	-5	-3	-4	6	-3
CCCc1nc2ccccc2c(=O)n1-c1c(C)n(C)n(-c2ccccc2)c1=O	-2.5	4	8	2	16	2	2	5	9	14	0
Cc1ccc2nc(NCc3ccccc3)c(C#N)cc2c1	0.7	-10	-5	0	-14	8	8	3	-35	-5	-2
Cc1ccc(NC(=O)CSc2cn[nH]n2)cc1	-1.4	8	12	1	-3	9	-11	-2	-5	-5	-6
Cc1ccc(NC(=O)Nc2c(C)n(C)n(-c3ccccc3)c2=O)cc1C	-2.1	13	-12	1	24	11	-43	2	-17	4	9
O=C(CCN1C(=O)/C(=C\c2ccccc2)SC1=S)Nc1ccc(C(=O)O)cc1	-1.0	7	-8	-5	-8	3	-21	-3	-13	4	-1
O=C(NC1CCCCC1)C1c2ccccc2OCC(=O)N1CC(F)(F)F (stereo not given)	/	1	-11	-3	7	/	-8	/	/	/	/
Cc1cnc(NC(=O)CSc2nnc(C)n2N)s1	2.8	5	4	3	-20	14	-8	-2	13	10	-7
O=C(CSc1nnc2ccccn12)NCCN1C(=O)CSC1=O	-2.5	-7	-7	-3	-3	7	9	-2	11	-1	4
O=C(Nc1cccc(C(=O)N2CCOCC2)c1)c1ccccc1Cl	-3.1	22	-6	-2	1	1	12	2	-12	10	-3
O=C(COC(=O)c1ccc(Br)o1)Nc1ccc(N2CCOCC2)cc1	-2.1	13	2	6	40	7	-2	-3	-9	-11	-8
COc1cccc2cc(C(C)N(CCCN3CCOCC3)C(=S)Nc3cc(C)cc(C)c3)oc12 (stereo not given)	0.4	-5	-9	4	28	17	-2	7	14	24	3
Cc1ccc(C(=O)N2CCN(c3ccc(N4CCOCC4)nn3)CC2)cc1C	-2.8	28	-9	1	3	-2	-17	1	-15	2	0
O=C(NCc1ccccc1)Oc1cccc(Cl)c1	0.6	0	-11	1	-17	1	0	3	-21	-20	2
Cc1onc(-c2ccccc2Cl)c1C(=O)NCc1ccco1	-1.1	16	1	10	-8	15	18	-7	11	2	1
CCOC(=O)C1CCN(S(=O)(=O)c2cccc(C(=O)Nc3ccccc3)c2)CC1	-0.9	11	-15	1	14	0	-7	1	-1	-10	-3
COc1cccc2cc(-c3n[nH]c(=S)n3C)oc12	-1.9	-12	0	-4	3	-1	12	8	-10	3	-4
C=CCn1c(NCc2ccc(OC)cc2)nc2ccccc21	-1.0	2	5	-2	-35	6	-4	-2	-35	-23	-5
N#Cc1ccc(C(=O)Nc2cc(S(=O)(=O)N3CCOCC3)ccc2N2CCOCC2)cc1	-0.6	-16	9	6	-16	13	-43	1	-9	10	-11
Cc1c(NC(=O)OCCNC(=O)COc2c(Cl)cccc2Cl)sc(=S)n1C	-0.1	1	-5	3	3	4	-35	-9	6	3	7
O=C(OCc1ccccc1)c1cccc(-c2nnc(-c3ccccc3)o2)c1	-0.4	10	-3	2	-25	5	1	-16	-31	-4	4
CC(C)N(C(=O)[C@H]1CC(CC(=O)NC(C)(C)C)C(=O)N2CCc3c([nH]c4ccccc34)[C@]12C)C(C)C (stereo not given in full)	1.4	3	-4	-8	22	-7	-9	2	13	4	-4
COCCn1c(SCc2ccccc2)nc2c1c(=O)[nH]c(=O)n2C	0.2	0	-10	1	1	6	3	-2	-8	-5	-1
CCN(CC)S(=O)(=O)c1cccc(NC(=O)COC(=O)/C=C/c2cccs2)c1	2.7	-13	7	-1	-6	14	-24	-7	-60	3	-1
O=C(NC(c1ccccc1)c1ccccc1)c1ccc(CO)cc1	-0.9	12	-9	-2	0	14	3	3	10	-15	2
Cc1ccc(S(=O)(=O)N2CCN(C(=O)COC(=O)c3cc([N+](=O)[O-])ccc3NCCO)CC2)c(C)c1	0.3	4	6	3	-5	10	-13	2	-1	-23	-9
Cc1ccc2c(c1)-c1c(cnn1CC(=O)N(Cc1ccco1)C1CCCCC1)CO2	2.1	9	8	1	-2	8	9	11	-24	-8	9
CC(C)CCNC(=O)NC(=O)COC(=O)c1cc(S(=O)(=O)N2CCOCC2)ccc1N1CCCCC1	2.1	-3	-21	-1	8	0	-1	-8	-4	-8	-1

Later entries.
SMILES	MC4R barr agon	COUP-TFII inh	NOD2 RIPK2 PPI	ABHD5-PLIN5 inh	NR5A2 inv ag	MC4R antagonist	NCOA2 inhibitor	EBV LMP1 NFkB	SRC1 inh	SRC3 inh	TLR9-MyD88 inh
CCNc1ncnc2[nH]ncc12	-0.3	-4	-5	-3	-4	12	16	7	7	0	9
COc1cc(C(=O)OCC(=O)Nc2ccc(F)cc2F)cc(OC)c1OC	-1.2	-11	-9	-2	-30	5	-7	3	-11	-1	0
CCCCCCC(=O)N1CCC(c2nc3c(nnn3Cc3ccccc3Cl)c(=O)[nH]2)CC1	3.0	20	1	1	-8	-2	-19	3	11	6	2
COc1cc(S(=O)(=O)Nc2cccc3cn[nH]c23)c(OC)cc1C	1.4	-7	-12	8	-2	10	-6	5	11	0	-8
COC(=O)N=Nc1c(O)[nH]c2ccc(Br)cc12	-1.2	14	-2	-4	3	-13	16	20	13	22	-8
COc1ccccc1N1CCN(CCN2C(=O)C3CCCN3C2=O)CC1 (stereo not given)	-1.4	-20	-2	-3	-12	0	20	-2	-43	0	-8
NNC(=O)c1ccccc1OCc1ccccc1	-0.9	7	0	0	10	9	13	16	-4	-32	9
O=C(Nc1ccc2c(c1)OCCO2)C1CCCN(S(=O)(=O)c2cccc3nsnc23)C1 (stereo not given)	1.4	-3	-5	0	-13	-6	-12	1	9	4	2
O=C(CSc1nccn1-c1ccccc1)c1ccc(Cl)cc1	0.3	-3	-2	-1	-18	14	-37	-6	-21	5	-4
O=C(Nc1ccc(F)cc1F)c1ccc2c(c1)[nH]c(=O)n2Cc1ccc(F)cc1	1.3	4	10	-4	-5	6	-8	-7	14	8	-3
CCOc1ccc(CNn2nnnc2N)cc1	-1.1	-4	16	-5	-1	10	-5	-1	0	18	3
CCCS(=O)(=O)N1CCC(C(=O)NCc2cccnc2)CC1	-0.8	-11	-12	-8	0	-2	-18	-18	-12	-3	1
COc1cccc(OC)c1OCCNCCO	-1.8	7	-10	4	17	10	-8	5	4	7	-4
CC(=O)Nc1ccc(C(=O)OCC(=O)Nc2c(F)cccc2F)cc1	-2.0	10	-14	-3	-5	5	24	-2	-31	13	0
COc1cc(/C=N/NC(=O)c2nnn(-c3nonc3N)c2C(C)C)ccc1OCc1ccccc1	-1.2	11	-11	-6	-14	6	5	-4	-15	1	7
CCOC(=O)C1=C(C)N(CCCC(=O)O)C(=O)NC1c1ccc(Cl)cc1 (stereo not given)	-2.8	-8	-6	-1	-10	1	23	-2	-6	-14	-3
COc1ccc(NC(=O)c2ccc(Cl)c(S(=O)(=O)N3CC(C)OC(C)C3)c2)cn1 (stereo not given)	-0.8	8	-1	-3	2	4	22	23	22	28	-6
COC(=O)[C@@H]1Cc2c([nH]c3ccccc23)C2CCC(=O)N21 (stereo not given in full)	-0.2	-10	2	-4	21	2	-1	0	-3	8	8
CCN(CC)CCN(Cc1cc2cc3c(cc2[nH]c1=O)OCO3)C(=S)NCC1CCCO1 (stereo not given)	-1.8	17	-10	2	10	-9	13	-10	-3	19	1
O=C(NC(n1ccc(=O)[nH]c1=O)C(Cl)(Cl)Cl)C12CC3CC(CC(C3)C1)C2 (stereo not given)	0.0	15	5	-5	5	-13	10	-6	-2	13	-1
O=C1/C(=C\c2cccnc2)SC(=S)N1C1CCS(=O)(=O)C1 (stereo not given)	-0.7	/	1	-14	4	3	/	19	8	15	-5
NC(=O)CC(NC(=O)Cc1cccc2ccccc12)c1ccc(N2CCC(Cc3ccccc3)CC2)c([N+](=O)[O-])c1 (stereo not given)	-2.3	13	5	-8	-28	3	20	-6	-16	2	4
Cc1cc2nc(C)c(Cl)c(=O)n2[nH]1	-3.8	11	1	-3	-1	22	-6	8	-14	8	6
COc1cccc(C(=O)N(c2ccc(C)cc2)C2C=CS(=O)(=O)C2)c1 (stereo not given)	-0.1	-13	-5	2	-22	-6	0	-2	-14	11	-5
Cc1cc(C(=O)COc2ccc3ccc(=O)oc3c2)c(C)n1C	-0.3	-6	-8	0	-8	2	-24	-1	-7	-8	-10
CC(=O)Nc1ccc(OC(F)(F)C(F)F)c(NC(C)=O)c1	-0.9	-6	-10	8	-20	10	-18	1	4	-28	4
CCn1c(=O)cc(SCC(=O)NCc2ccccn2)c2ccccc21	-0.4	-2	-7	2	-14	-1	-2	4	-29	6	1
COC(=O)Nc1ccc2ncn(C)c(=O)c2c1	-0.5	-28	-4	7	-18	7	0	-40	-11	11	-4
Cc1cc(C)cc(NC(=O)CSc2ccc(-c3ccco3)nn2)c1	-2.9	13	3	3	-5	-3	3	5	2	20	-1
Cc1ccc(S(=O)(=O)N2CCN(c3nc4ccccc4nc3-n3nc(C)cc3C)CC2)cc1	0.0	2	-15	3	13	7	15	-16	-4	9	2

Later entries.
SMILES	MC4R barr agon	COUP-TFII inh	NOD2 RIPK2 PPI	ABHD5-PLIN5 inh	NR5A2 inv ag	MC4R antagonist	NCOA2 inhibitor	EBV LMP1 NFkB	SRC1 inh	SRC3 inh	TLR9-MyD88 inh
COc1ccc(-n2c3c(c(=O)[nH]c2=O)C(NC(=O)c2ccncc2)(C(F)(F)F)C(=O)N3)cc1 (stereo not given)	0.5	-11	4	-2	-4	-1	-14	-3	10	3	0
C/C(=N/NC(=O)c1cccc(C)c1)c1c(O)cc(C)oc1=O	-0.7	-5	0	6	-51	2	-45	-7	-16	-16	0
COc1ccccc1N1CCN(c2nc(-c3ccccc3)cc(C(F)(F)F)n2)CC1	1.2	18	-8	6	21	0	10	-3	10	12	4
Nc1ncnc(SCc2c(F)cccc2Cl)n1	-1.4	-11	-8	4	14	-4	9	-1	-9	7	/
CCC(C)N1C(=O)S/C(=C/c2ccc(N3CCOCC3)cc2C)C1=O (stereo not given)	-0.1	-1	14	-6	-109	13	-11	-19	3	-8	5
CC(=O)N1c2ccc(S(=O)(=O)NCCC(=O)N(C)Cc3ccccc3)cc2CC1C (stereo not given)	-1.8	4	-1	2	-6	12	-5	-3	-5	7	4

Screens (PubChem BioAssay)
